ALDH1A1 block: qHTS Assay for Inhibitors of Aldehyde Dehydrogenase 1 (ALDH1A1); Purified ALDH1A1, NADH fluorescence, propionaldehyde substrate; 220,000 compounds, 7.3% hits; Aldehyde dehydrogenase 1A1 (Homo sapiens), P00352; AID 1030, 2008; Potency, µM (doses to about 75.3 µM), for inactives: at the highest dose activity, negative = inhibition, actives largely listed as inhibitors; active = well fitted inhibition curve with a large enough effect, not every such curve was filed as active; inconclusive = small, poorly fitted or top-dose-only effect, or another doubt; inactive = no such curve, though single readings can be large or run the other way;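 also: plate controls were no enzyme wells and a reference inhibitor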
SMN2 splice up: qHTS Assay for Enhancers of SMN2 Splice Variant Expression; HEK293 SMN2-luciferase splicing reporter, luminescence, 30-36 h; Potency, µM (titrated, usually from 46.1 µM), without a hit: at the top dose activity change, positive = activation, most hits filed as activators; 210,000 compounds, 2.8% hits; AID 1458, 2008; also: % of control where 0% means no effect; nearly all actives have a fitted effect of over 55% in size
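HEK293 cells carry an SMN2 minigene-luciferase reporter in which exon 7 inclusion puts luciferase in frame. Cells were seeded at 2000 cells/well, attached for 10-12 hours, then exposed to compounds for 30-36 hours at 37C before ONE-Glo luminescence.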
aGlu spleen mod: qHTS Assay for Inhibitors and Activators of Human alpha-Glucosidase From Spleen Homogenate. Lysosomal alpha-glucosidase (Homo sapiens), P10253. human spleen homogenate, 4-MU-alpha-glucoside fluorescence. Potency, µM (highest dose often 79.9 µM), for inactives: at the top dose activity change, negative = inhibition, hits mostly inhibitors. 240,000 compounds, 0.006% hits;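 also: 0% = enzyme with vehicle and -100% = no enzyme basal signal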
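AC50 values come from Hill-equation fits of concentration-response data, normalized to no-enzyme and full-activity controls. Enzyme source: 1 ug human spleen homogenate; 1 mM fluorogenic 4-MU glucoside, pH 5.0 citrate buffer, 37 C, 40 min.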
GAA glycogen: qHTS Assay for Inhibitors and Activators of Human alpha-Glucosidase Cleavage of Glycogen; recombinant GAA, glycogen substrate, Amplex Red glucose oxidase fluorescence; 300,000 compounds, 0.38% hits; Potency, µM (top dose mostly 76.4 µM), without a hit: at the highest dose activity change, negative = inhibition, most hits filed as inhibitors;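 also: 0% = full enzyme reaction and -100% = no-enzyme basal signal; the screen sought inhibitors and activators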
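qHTS, 1536-well; enzyme 4 nM final; cpd up to 77 uM; substrate bovine liver glycogen 30 ug; 50 mM citrate/phosphate pH 5.0, 0.01% Tween-20; 37 C, 40 min; Amplex Red detection 45 min RT; Hill fit → AC50.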
aGal spleen mod: qHTS Assay for Inhibitors and Activators of Human alpha-Galactosidase From Spleen Homogenate. Alpha-galactosidase A (Homo sapiens), P06280. human spleen homogenate, 4MU-alpha-Gal fluorescence, 40 min. Potency, µM (doses to about 80 µM), for inactives: at the top dose activity change, negative = inhibition, actives largely listed as inhibitors. 240,000 compounds, 0.008% hits;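 also: 0% = enzyme with vehicle and -100% = no enzyme basal signal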
Target sequence (P06280 32-429 limits assumed): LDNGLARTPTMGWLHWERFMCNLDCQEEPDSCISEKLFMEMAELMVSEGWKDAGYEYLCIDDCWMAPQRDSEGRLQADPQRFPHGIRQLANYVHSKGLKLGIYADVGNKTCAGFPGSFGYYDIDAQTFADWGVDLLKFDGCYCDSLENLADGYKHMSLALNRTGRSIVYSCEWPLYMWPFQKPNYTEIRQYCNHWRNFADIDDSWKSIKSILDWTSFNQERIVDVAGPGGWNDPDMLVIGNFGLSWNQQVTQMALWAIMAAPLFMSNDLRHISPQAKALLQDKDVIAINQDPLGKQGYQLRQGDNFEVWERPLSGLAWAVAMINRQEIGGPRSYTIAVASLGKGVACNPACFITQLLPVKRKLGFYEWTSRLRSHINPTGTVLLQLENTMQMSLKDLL
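qHTS titration in buffer at pH 5.0. Alpha-galactosidase activity in spleen homogenate was measured via 4-methylumbelliferone release from 1 mM fluorogenic substrate after 40 min at 37C and a pH 10 stop. AC50 came from Hill fits of control-normalized data.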
JMJD2E inh: qHTS Assay for Inhibitors of Human Jumonji Domain Containing 2E (JMJD2E). Lysine-specific demethylase 4E (Homo sapiens), B2RXH2. JMJD2E catalytic domain, FDH-coupled NADH fluorescence (FDH is formaldehyde dehydrogenase). Potency, µM (series often up to 57.1 µM), for the others: at the highest dose activity change, negative = inhibition, actives largely listed as inhibitors. 230,000 compounds, 1.6% hits. AID 2147, 2009; active = well fitted inhibition curve with a large enough effect, not every such curve was filed as active; inconclusive = small, poorly fitted or top-dose-only effect, or another doubt; inactive = no such curve, though single readings can be large or run the other way;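 also: 0% = wells with enzyme and -100% = buffer wells without enzyme; nearly all actives have a fitted effect of over 50% in size; many of its hits are not listed in these tables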
Target sequence (B2RXH2 1-337 limits assumed): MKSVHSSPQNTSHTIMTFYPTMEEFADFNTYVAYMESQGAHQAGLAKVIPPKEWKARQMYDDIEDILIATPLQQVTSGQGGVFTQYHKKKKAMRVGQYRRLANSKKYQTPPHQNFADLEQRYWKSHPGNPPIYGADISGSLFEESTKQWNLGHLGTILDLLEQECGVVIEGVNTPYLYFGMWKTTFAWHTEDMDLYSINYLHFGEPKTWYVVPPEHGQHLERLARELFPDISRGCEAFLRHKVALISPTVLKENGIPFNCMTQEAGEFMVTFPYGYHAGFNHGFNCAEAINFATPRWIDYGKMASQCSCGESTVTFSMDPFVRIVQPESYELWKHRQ
GoLoco inh red: qHTS Assay for Inhibitors of RGS12 GoLoco Motif Activity (Red Fluorophore); Potency, µM (titrated, usually from 61.6 µM), for inactives: top-dose activity, negative = inhibition, actives largely listed as inhibitors; 230,000 compounds, 0.44% hits; AID 880, 2007; Gai1:RGS12 GoLoco peptide FP, rhodamine, 10 min; Guanine nucleotide-binding protein G(i) subunit alpha-1 (Homo sapiens), P63096; active = well fitted inhibition curve with a large enough effect, not every such curve was filed as active; inactive = no such curve, though single readings can be large or run the other way; also: % is scaled to controls: 0 for no effect and ±100 for the full control effect; nearly all actives have a fitted effect of over 30% in size; many of its hits are not listed in these tables
GAA inh: qHTS Assay for Inhibitors of Human alpha-Glucosidase as a Potential Chaperone Treatment of Pompe Disease; purified human GAA, 4-MU-alpha-glucoside fluorescence; Potency, µM (series often up to 76.9 µM), without a hit: at the top dose activity change, negative = inhibition, most hits filed as inhibitors; 200,000 compounds, 0.005% hits; AID 1466, 2008;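 also: plate controls were uninhibited enzyme wells for no effect and no-enzyme background for full effect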
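Activity normalized between no-enzyme (basal) and enzyme-only wells. Conditions: 4 nM human enzyme, 400 uM fluorogenic substrate, citrate/phosphate pH 5.0 with Tween-20, 20 min room temperature, compounds up to 77 uM.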
Active calls of the source: *; ? = inconclusive; . = not tested or not shown; & = joins results of further samples; [ ] = dose if it differs, or a comment. Unless noted, calls follow the shape of the dose curve; as a rule, active = well fitted curve in the direction sought with a large enough effect; inconclusive = small, poorly fitted or top-dose-only effect, or another doubt; inactive = no such curve, though single readings can be large; an effect the other way counts as inactive or inconclusive. Potency is read from the fitted curve at half-maximal effect.

SMILES,ALDH1A1 block,SMN2 splice up,aGlu spleen mod,GAA glycogen,aGal spleen mod,JMJD2E inh,GoLoco inh red,GAA inh
CCCCC/C=C\C/C=C\C/C=C\C/C=C\CCCC(=O)O[C@@H](CO)COC(=O)CCCCCCCCCCCCCCCCC,-2%&7%,-10%&8%,6%&1%,.,2%&9%,-5%,-3%&-1%,.
CCCCC(=O)Nc1sc2c(c1C(N)=O)CCC2,?,?,-1%,2%,3%,-11%,3%,0%
CN(C)c1ccc(/C=C/C(=O)c2ccc(O)cc2)cc1[N+](=O)[O-],18µM*,.,-9%,-5%,-5%,-3%,0%,-9%
O=C(/C=C/c1ccc([N+](=O)[O-])cc1)NCCSCc1ccco1,?,-3%,-6%,-3%,-1%,8%,7%,1%
Cc1cc(C(=O)NCc2ccc(S(N)(=O)=O)cc2)c(C)o1,-7%,-14%,-3%,10%,-3%,-6%,2%,0%
Cc1cccc(NC(=S)NCc2ccc3c(c2)cc(C)n3C)c1C,-3%,-17%,0%,-1%,-10%,-4%,-12%,6%
Cc1cc(NC(=S)Nc2ccccc2)ccc1Br,-1%,-2%,0%,-9%,-6%,6%,-5%,-5%
CCOC(=O)/C(C#N)=C1\C(=O)N(Cc2ccccc2)c2ccccc21,.,.,5%,2%,3%,2%,-6%,.
CC(C)[C@H](CO)Nc1nc(Nc2ccc(C(=O)O)c(Cl)c2)c2ncn(C(C)C)c2n1,?,.,5%,.,-1%,?,6%,.
COc1ccc(-c2nc3nc(N)nn3cc2C)cc1F,?,.,-1%,6%,5%,?,3%,3%
COc1cc(/C=C2/C(C)=C(C#N)c3nc(N)c(C#N)c(C)c32)ccc1OCC(=O)O,?,?,4%,8%,4%,?,157%[activator],11%
Cc1nc(SCC(=O)c2ccc(F)c(F)c2)[nH]c(=O)c1Oc1ccc(Cl)cc1,.,.,4%,7%,-1%,-4%,-2%,.
O=C(Nc1ccc(OCc2ccccc2)cc1)c1ccccc1,7%,?,0%,3%,2%,-24%,11%,5%
CCC(=O)NC(c1cccs1)c1ccc2cccnc2c1O (stereo not given),-11%,.,6%,-3%,3%,25µM*,-2%,.
Cc1ccc(C2C3C(=O)N(c4ccccc4)C(=O)C3N3CCCN23)cc1 (stereo not given),4%,.,-4%,-28%,2%,-8%,-15%,-5%
Cc1cccc2c(=O)c(Br)c(C)n(Cc3ccccc3)c12,-1%,-9%,-2%,-8%,-7%,-27%,13%,?
CCC1=NN(C(=O)Cc2ccc([N+](=O)[O-])cc2)C(O)(c2ccncc2)C1 (stereo not given),0%,3%,3%,-9%,7%,-2%,-1%,12%
CC1=C(C(=O)OC(C)C)C(c2ccc(C)o2)C(C(=O)OC(C)C)=C(C)N1,.,.,-8%,-10%,-12%,?,7%,.
CC(C)CCN1C(=O)CCC1(C)C(=O)NC1CCCCCC1 (stereo not given),13%,-1%,7%,2%,9%,2%,5%,-8%
COc1ccc(S(=O)(=O)N(Cc2cccs2)C2CCCC2)cc1,8.9µM*,-2%,-6%,3%,-5%,6%,9%,-6%
CCOC(=O)C1CCN(C(=O)c2cccc(C(=O)N3CCC(C(=O)OCC)CC3)c2)CC1,8%,-4%,4%,1%,2%,0%,1%,-2%
CCCN1CCC(N2CCN(c3cccc(C(F)(F)F)c3)CC2)CC1,?,?,-6%,-3%,-15%,-7%,-2%,2%
CC(NC(=O)c1ccccc1NS(C)(=O)=O)c1ccccc1 (stereo not given),?,9%,6%,-5%,13%,?,-4%,-6%
O=C(N/N=C/c1cccnc1)C(O)(c1ccccc1)c1ccccc1,-7%,-18%,-6%,0%,-11%,-9%,-3%,-3%

Some of the entries so far, as labelled records:
> Cc1cccc2c(=O)c(Br)c(C)n(Cc3ccccc3)c12
  ALDH1A1 block: -1%; SMN2 splice up: -9%; aGlu spleen mod: -2%; GAA glycogen: -8%; aGal spleen mod: -7%; JMJD2E inh: -27%; GoLoco inh red: 13%; GAA inh: ?

> CCC1=NN(C(=O)Cc2ccc([N+](=O)[O-])cc2)C(O)(c2ccncc2)C1 (stereo not given)
  ALDH1A1 block: 0%; SMN2 splice up: 3%; aGlu spleen mod: 3%; GAA glycogen: -9%; aGal spleen mod: 7%; JMJD2E inh: -2%; GoLoco inh red: -1%; GAA inh: 12%

> CC1=C(C(=O)OC(C)C)C(c2ccc(C)o2)C(C(=O)OC(C)C)=C(C)N1
  ALDH1A1 block: .; SMN2 splice up: .; aGlu spleen mod: -8%; GAA glycogen: -10%; aGal spleen mod: -12%; JMJD2E inh: ?; GoLoco inh red: 7%; GAA inh: .

(list continues)
SMILES,ALDH1A1 block,SMN2 splice up,aGlu spleen mod,GAA glycogen,aGal spleen mod,JMJD2E inh,GoLoco inh red,GAA inh
CS(=O)(=O)Nc1ccc2[nH]c(=O)[nH]c2c1,3%,-1%,4%,-2%,-12%,7%,9%,0%
CCOC(=O)C(C(=O)c1ccccc1)C1CC(C)NC(=S)N1 (stereo not given),?,?,1%,-8%,4%,3%,-4%,-5%
O=C(O)c1ccc(-c2nnn(Cc3cccc(C(F)(F)F)c3)n2)cc1,.,.,0%,4%,-2%,3%,7%,.
S=c1[nH]ncn1/N=C/c1ccccc1,0%,11%,-6%,-25%,-2%,5%,2%,-7%
CC1=CC(C)(C)Nc2ccc(OC(=O)c3ccco3)cc21,5%,-16%,7%,-25%,6%,-6%,-2%,-10%
N#Cc1ccc(N2CCc3ccccc3C2)c([N+](=O)[O-])c1,5%,-13%,-3%,-1%,-5%,-16%,5%,-25%
Cc1ccc(CCSCC(=O)O)cn1,-5%,?,0%,-15%,7%,-8%,-4%,-1%
CCSc1nc2sc3c(c2c(=O)[nH]1)CCc1ccccc1-3,-7%,8%,-4%,8%,-9%,?,14%,3%
CNc1oc(-c2ccc(C)cc2)nc1P(=O)(c1ccccc1)c1ccccc1,?,1%,-19%,?,6%,-9%,-8%,-6%
CC(C)OC(=O)c1c(NC(=O)c2ccco2)sc2c1CCCCC2,?,-14%,-4%,2%,-3%,?,48%[activator],5%
Cc1cccc(NC(=O)CCn2nc(C)cc2C)c1,6%,-11%,-2%,-4%,-7%,0%,4%,-2%
O=C(COc1ccc(Cl)cc1)OCC(=O)N1CCCCCC1,1%,-9%,4%,1%,-2%,1%,9%,3%

Look-ups from above:
CCC(=O)NC(c1cccs1)c1ccc2cccnc2c1O (stereo not given) | GoLoco inh red = -2%
CCOC(=O)C1CCN(C(=O)c2cccc(C(=O)N3CCC(C(=O)OCC)CC3)c2)CC1 | GAA inh = -2%

As a short view, 2 of the compounds above:
SMILES,ALDH1A1 block,SMN2 splice up,aGlu spleen mod,GAA glycogen,aGal spleen mod,JMJD2E inh,GoLoco inh red,GAA inh
CS(=O)(=O)Nc1ccc2[nH]c(=O)[nH]c2c1,3%,-1%,4%,-2%,-12%,7%,9%,0%
CCOC(=O)C(C(=O)c1ccccc1)C1CC(C)NC(=S)N1 (stereo not given),?,?,1%,-8%,4%,3%,-4%,-5%

Remaining list, next part.
SMILES,ALDH1A1 block,SMN2 splice up,aGlu spleen mod,GAA glycogen,aGal spleen mod,JMJD2E inh,GoLoco inh red,GAA inh
O=[N+]([O-])c1ccc(N/N=C/c2ccccc2)c(F)c1,?,22µM*,-8%,2%,-12%,2%,6%,-1%
COc1ccc(C(=O)c2cc(C(C)=O)c(Nc3ccccc3)s2)cc1,?,0%,-5%,3%,7%,?,2%,-2%
Cc1cc(NC(=O)CCC(=O)N(c2ccccc2)C(C(=O)NC2CCCC2)c2cccs2)no1 (stereo not given),5%,20%,2%,8%,8%,-4%,-3%,-4%
COc1ccc(N(CC(O)Cn2c(C)nc3ccccc32)S(=O)(=O)c2ccccc2)cc1 (stereo not given),?,?,-6%,9%,0%,-1%,5%,2%
Cc1ccc(-c2c(C(=O)NC(C)C)oc(=O)c3ccccc23)cc1,1.4µM*,-17%,-7%,?,-12%,-2%,-8%,-5%
CC(NC(=S)NCc1ccc(F)cc1)C12CC3CC(CC(C3)C1)C2 (stereo not given),?,.,-10%,-9%,0%,13%,15%,?
CC1=C(C#N)C(=O)N(C)C(C)(C)C1,9%,-11%,-19%,2%,-4%,0%,-12%,-3%
Cc1c(C)c(C)c(S(=O)(=O)n2[nH]c(=O)c(CCO)c2C)c(C)c1C,-4%,7%,4%,-6%,8%,-2%,10%,-3%
O=C(Cc1cccs1)NNC(=O)c1ccc(F)cc1,13%,18%,-6%,6%,-7%,10%,-1%,4%
COc1cc(-c2nnc(SCC(=O)OC3CCCCC3)o2)cc(OC)c1OC,?,?,0%,-6%,3%,?,7%,0%
Cc1ccc(C(=O)OCC(=O)NCCC2=CCCCC2)cc1N,5%,0%,-4%,-1%,3%,0%,10%,-5%
CO/N=C(/c1nonc1N)N1CCN(c2ccc([N+](=O)[O-])cc2)CC1,?,-28%,-5%,0%,2%,6%,0%,?
O=C(NNC(=O)c1c(F)cccc1F)c1ccccc1OC(F)(F)F,0%,.,-20%,5%,0%,6%,-3%,0%

Assay outcomes: PubChem BioAssay, National Center for Advancing Translational Sciences (NCATS)

Not all compounds are listed; the hit share may differ from the screen's.
